# Bioassay records (PubChem)
# MgcRacGAP inhibition – MgcRacGAP GTPase-activating activity inhibitors, confirmation, biochemical, ADP Hunter fluorescence | MgcRacGAP-stimulated Rac1 GTP hydrolysis, ADP Hunter fluorescence; higher % means a stronger effect; GST-tagged Rac1 F28L mutant substrate | inhibition, % at 30 µM, or IC50 in µM where a hit was titrated | 340,000 compounds, 0.6% hits;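 active means first-screen hits whose inhibition reached a set limit at any dose in the follow-up dose series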;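 further: fluorescence reports GDP produced by GAP-driven GTP hydrolysis; strong numbers were not always called active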
# NTR1 ag – agonists of NTR1, primary screen, imaging, U2OS cells, beta-arrestin-GFP, high content (AID 493036) | P30989 | NTR1-U2OS beta-arrestin-GFP spot imaging, agonist mode | activation, % at 20 µM | 330,000 compounds, 0.17% hits;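 active means activation at or above 40% of the spot to cytoplasm intensity ratio, with at least 20 cells analyzed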;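 further: 0% = DMSO without peptide and 100% = 100 nM NTR1 peptide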
# Target sequence (P30989 whole entry, looked up): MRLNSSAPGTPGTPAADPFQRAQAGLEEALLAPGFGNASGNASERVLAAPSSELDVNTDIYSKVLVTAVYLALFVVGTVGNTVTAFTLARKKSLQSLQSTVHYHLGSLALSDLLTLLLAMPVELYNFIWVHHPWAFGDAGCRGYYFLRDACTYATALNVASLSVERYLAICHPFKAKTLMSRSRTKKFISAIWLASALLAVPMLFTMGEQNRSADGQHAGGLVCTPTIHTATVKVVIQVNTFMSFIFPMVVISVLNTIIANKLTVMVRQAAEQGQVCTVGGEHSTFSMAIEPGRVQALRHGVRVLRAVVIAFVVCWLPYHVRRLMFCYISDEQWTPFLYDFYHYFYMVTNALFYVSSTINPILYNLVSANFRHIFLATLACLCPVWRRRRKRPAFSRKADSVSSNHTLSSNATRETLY
# NTR1 ag cell count 20 µM – further read-out of NTR1 ag, marked with its call; cell count; measured here: cell count, cytotoxicity flag
# Numbers without * were called inactive.
SMILES | MgcRacGAP inhibition | NTR1 ag | NTR1 ag cell count 20 µM
CC(=O)Nc1ccc(NC(=O)CSc2nc3c(=O)n(C)c(=O)n(C)c3n2C)cc1 | 18% | -1.5 | 61
Cc1cccc([C@H]2[C@@H]3C=CCC[C@@H]3C(=O)N2Cc2ccccc2)c1 | 3% | 1.3 | 53
O=C(Nc1ccccc1F)c1cc(S(=O)(=O)N2CCOCC2)ccc1N1CCOCC1 | 3% | -0.8 | 73
CCN(C(=O)COC(=O)CNC(=O)C1CCCCC1)c1ccccc1 | 0% | 0.4 | 49
Cc1cc(NC(=O)C(C)Sc2nc(-c3cccs3)nc3ccccc23)no1 (stereo not given) | 3% | 1.3 | 56
Cn1c(N)c(C(=O)CSc2nnc(NC3CCCCC3)s2)c(=O)n(C)c1=O | 4% | 1.4 | 70
CN(C)C(=O)CCc1ccc2c3c([nH]c2c1)[C@]1(C)[C@@H](C(=O)N2CCOCC2)C[C@H](CC(=O)NCCc2ccccn2)C(=O)N1CC3 | 7% | -1.6 | 50
COc1ccc(C2CC(c3cccc(Br)c3)=NN2c2ccc(S(N)(=O)=O)cc2)cc1 (stereo not given) | 1% | 21 | 55
Cc1ccc(C(=O)OCC(=O)Nc2ccc(N3CCOCC3)cc2)cc1 | 5% | -0.8 | 68
COc1ccc(C(=O)OCC(=O)NC2CCCCCC2)c(OC)c1 | 2% | -0.3 | 54
COc1ccc(C)cc1NC(=O)C(c1ccccc1)N1CCN(CC(=O)N2CCOCC2)CC1 (stereo not given) | -2% | -1.0 | 50
Cn1c(CCC(N)=O)nnc1SCC(=O)Nc1cc(S(=O)(=O)N2CCCC2)ccc1Cl | 5% | 0.0 | 57
CCN(CC)C(=O)[C@H]1C[C@H](CC(=O)NCc2ccco2)C(=O)N2CCc3c([nH]c4cc(CCC(=O)N(C)C)ccc34)[C@]12C | 11% | 0.5 | 55
Cc1ccc(-c2nnc(NC(=O)CCS(=O)(=O)c3ccccc3)o2)c(C)c1 | 4% | -0.5 | 52
CCOC(=O)C1=C(COC(=O)c2ccccc2OC)NC(=O)NC1C (stereo not given) | 4% | 0.3 | 53
CCCCNC(=O)C(C1CCCCC1)N(CCN(C)C)C(=O)CCCN1C(=O)NC(c2ccc(-c3ccccc3)cc2)C(C(=O)OCc2ccccc2)=C1C (stereo not given) | 13% | 26 | 71
CCC1(C)NC(=O)N(CC(=O)c2cc(C)n(C3CC3)c2C)C1=O (stereo not given) | 3% | 0.0 | 37
COc1ccc(-c2nnc(SCC(=O)NC3CC3)o2)c(OC)c1 | 7% | -1.9 | 51
Cc1ccccc1-n1nnnc1SCC(=O)c1c(N)n(C2CC2)c(=O)[nH]c1=O | 3% | 1.6 | 62
CCOC(=O)C1=C(C)c2ccccc2OC1(C(=O)OCC)C(C)C (stereo not given) | 4% | 2.5 | 52
CCC(CC)NC(=O)CSc1ccc(S(=O)(=O)N2CCCCC2)cn1 | 2% | 0.6 | 66
COc1ccc(CN2C[C@]3(CO)O[C@@H](CO)C[C@@H]3S2(=O)=O)cc1 | 8% | -1.8 | 43
CN(CC(=O)Nc1cccc(F)c1)C(=O)c1sccc1-c1ccccc1 | 3% | -0.6 | 59
COc1ccc(-c2sc3ccc(OC)cc3c2-c2ccc(OCCN3CCOCC3)cc2)cc1 | 11% | 6.6 | 55
CNC(=O)c1ccc(NC(=O)CCNC(=O)Nc2ccccc2)cc1 | 5% | 1.3 | 49
CC(=O)Nc1sc(C)c(C)c1C(=O)OCC(=O)NCc1ccccc1 | 5% | 0.5 | 58
COc1ccc(S(=O)(=O)N2CCOCC2)cc1NC(=O)c1ccc(OC(F)F)cc1 | 6% | 4.0 | 62
O=C(COc1ccccc1)Nc1cccc(S(=O)(=O)N2CCCC2)c1 | 2% | -0.4 | 51
CC[C@]1(C(=O)OC)[C@H]2C(=O)N(Cc3ccccc3)C(=O)[C@H]2[C@H]2CN(C)C(=NC)N21 | 8% | 1.2 | 67
O=C(CN1CCN(CC(=O)Nc2ccccc2Cl)CC1)NCC1(N2CCOCC2)CCCCC1 | 1% | -0.2 | 57

# In the list so far, these have a Cl atom.
SMILES | MgcRacGAP inhibition | NTR1 ag | NTR1 ag cell count 20 µM
Cn1c(CCC(N)=O)nnc1SCC(=O)Nc1cc(S(=O)(=O)N2CCCC2)ccc1Cl | 5% | 0.0 | 57
O=C(CN1CCN(CC(=O)Nc2ccccc2Cl)CC1)NCC1(N2CCOCC2)CCCCC1 | 1% | -0.2 | 57

# Carrying on.
SMILES | MgcRacGAP inhibition | NTR1 ag | NTR1 ag cell count 20 µM
Cc1ccc(S(=O)(=O)NCCC(=O)OC(C)C(=O)NC2CC2)cc1 (stereo not given) | -2% | -0.3 | 48
CCN(C(=O)COC(=O)CCC1CCCC1)c1c(N)n(Cc2ccccc2)c(=O)[nH]c1=O | 1% | -0.9 | 74
CC[C@]12c3[nH]c4cc(-c5ccco5)ccc4c3CCN1C(=O)[C@@H](CC(=O)NCc1ccco1)C[C@@H]2C(=O)N1CCN(C(=O)c2ccco2)CC1 | 9% | 6.6 | 62
COCCCNC(=O)C[C@H]1C[C@H](C(=O)N2CCOCC2)[C@@]2(C)c3[nH]c4cc(-c5ccco5)ccc4c3CCN2C1=O | 9% | 4.2 | 54
CCOC(=O)C1C(C(=O)OC)=C(C2=CCCCC2)c2ccccc2N1S(=O)(=O)C(F)(F)F (stereo not given) | 5% | 2.0 | 69
O=C(COC(=O)c1cccs1)NCCc1ccc(F)cc1 | 5% | -0.8 | 54
COc1ccc(CN(CCC(C)C)S(=O)(=O)c2ccccc2Br)cc1 | 1% | 6.4 | 68
O=C(COc1ccc(Cl)cc1Br)N1CCN(c2ncccn2)CC1 | -5% | 0.2 | 70
COc1cc(OC)c2c(-c3cccc(-c4ccoc4)c3)cc(=O)oc2c1 | 7% | 7.1 | 47
CN(C(=O)CSc1nnc(-c2ccco2)n1C)C1CCCCC1 | -4% | -1.1 | 71
CCN(CC)C(=O)c1cccc(NC(=O)CCc2nc3sc4c(c3c(=O)[nH]2)CCCC4)c1 | 6% | 3.3 | 53
COC(=O)c1cc(NC(=O)COC(=O)CN2C(=O)C3CC=CCC3C2=O)cc(C(=O)OC)c1 (stereo not given) | 12% | 0.5 | 65
CN=C1N(C)C[C@@H]2[C@@H]3C(=O)N(C)C(=O)[C@@H]3[C@](Cc3ccccc3)(C(=O)OC)N12 | -3% | 0.4 | 64
CC(C)N(C(=O)[C@H]1C[C@H](CC(=O)NCc2cccc(C(F)(F)F)c2)C(=O)N2CCc3c([nH]c4cc(-c5ccco5)ccc34)[C@]12C)C(C)C | 10% | 3.9 | 50
COc1ccc(C(CNC(=O)CCNS(=O)(=O)c2ccc(Br)cc2)N2CCCC2)cc1 (stereo not given) | 4% | 0.6 | 61
O=C(COC(=O)/C=C/c1ccc2ccccc2n1)NNC(=O)c1ccc([N+](=O)[O-])cc1 | 0% | 0.7 | 63
CCOc1cc(N2CCOCC2)c(OCC)cc1NC(=O)COC(=O)c1ccccc1OC(F)F | 6% | 2.7 | 55
O=C(/C=C/c1cccc(Cl)c1Cl)OCC(=O)N1CCOCC1 | 2% | 0.7 | 63
Cc1cc(OCC(=O)OCC(=O)N(C)C2CCS(=O)(=O)C2)ccc1Cl (stereo not given) | 9% | 0.2 | 61
O=C(Nc1ccc(S(=O)(=O)Nc2ncccn2)cc1)C1CC(=O)N(c2ccccc2)C1 (stereo not given) | 10% | 0.4 | 45
CN(c1ccccc1)S(=O)(=O)c1cccc(NC(=O)CN2C(=O)NC3(CCCC3)C2=O)c1 | -4% | 1.7 | 55
Cc1ccc(C)c(N2CCN(C(=O)CCc3nc(-c4ccccc4C)no3)CC2)c1 | 5% | 3.1 | 51
Cc1cc(C(=O)OCC(=O)c2cccs2)ccc1[N+](=O)[O-] | 5% | 1.4 | 55
COC(=O)[C@H](C)N(Cc1ccc(Cl)c(Cl)c1)S(=O)(=O)CCN1CCCC1 | 8% | -1.8 | 55
O=C(CCNS(=O)(=O)c1ccccc1)NCC1CCCCC1 | 2% | -0.1 | 74
O=C(NCC1COc2ccccc2O1)c1cc(S(=O)(=O)N2CCOCC2)ccc1F (stereo not given) | 2% | 0.2 | 54
COc1cccc(-c2sc3ccc(OC)cc3c2-c2ccc(OCCN3CCCC3)cc2)c1 | 10% | 8.3 | 54
CC(C)C(=O)N[C@@H]1c2ccccc2CC[C@@H]1OCc1ccccc1 | 5% | 3.3 | 61
O=C(Nc1ccccc1C(=O)NC1CC1)c1ccc([N+](=O)[O-])o1 | 5% | 4.6 | 70
COc1cc(C(=O)Nc2ccc(C(F)(F)F)cc2)ccc1OCC(=O)N1CCOCC1 | 8% | -1.0 | 60

# The results go on.
SMILES,MgcRacGAP inhibition,NTR1 ag,NTR1 ag cell count 20 µM
Cc1c(C(=O)O)sc(S(=O)(=O)N2CCN(C(=O)CCc3ccccc3)CC2)c1C(=O)O,3%,-0.1,70
Cc1cnc(NC(=O)c2ccc3ncsc3c2)s1,0%,-0.5,59
O=C1c2ccccc2N[C@@H]2C=CC[C@@H]2N1O,0%,-0.7,51
CCN(CC)C(=O)[C@H]1C[C@H](CC(=O)NCCc2ccccn2)C(=O)N2CCc3c([nH]c4cc(-c5ccco5)ccc34)[C@]12C,7%,8.6,45
COc1ccc(-c2noc(CCCCC(=O)N3CCN(c4cc(C)ccc4C)CC3)n2)cc1,9%,7.6,78
COc1ccc(C2/C=C\CN(CC(C)C)CC(=O)N2Cc2cccc(F)c2)cc1 (stereo not given),8%,4.5,67
CN(C)C(=O)CCc1ccc2c3c([nH]c2c1)[C@]1(CCC2CCCC2)[C@@H](C(=O)N2CCOCC2)C[C@H](CC(=O)NC(C)(C)C)C(=O)N1CC3,6%,1.9,58
O=C(COc1ccccc1Br)NC(=O)NC1CCCC1,4%,2.1,37
Cc1c(C(=O)NC(C)c2ccccn2)oc2c(Cl)cccc12 (stereo not given),2%,0.4,72
Cc1ccc(-n2nnnc2SCC(=O)NC2CCS(=O)(=O)C2)c(C)c1 (stereo not given),7%,0.1,61
Cc1ccc(NC(=O)CCCNC(=O)c2ccc(Cl)cc2)cc1S(=O)(=O)N1CCCCC1,1%,1.4,58
CC[C@]12c3[nH]c4ccc(Cl)cc4c3CCN1C(=O)[C@@H](CC(=O)NCc1cccc(C(F)(F)F)c1)C[C@@H]2C(=O)N1CCN(C(=O)C2CC2)CC1,7%,5.8,47
CCCOc1ccccc1OCC(=O)Nc1cccc(S(=O)(=O)NC2=NCCC2)c1,2%,1.7,49
CC[C@]12c3[nH]c4cc(CCC(=O)N(C)C)ccc4c3CCN1C(=O)[C@@H](CC(=O)NCCCOC)C[C@@H]2C(=O)N1CCN(C(=O)C2CC2)CC1,7%,-0.5,38
Cc1ccsc1C(=O)OC(C)C(=O)NC1CCCCC1C (stereo not given),-1%,0.1,91
COc1ccc2[nH]c3c(c2c1)CCN1C(=O)C(CC(=O)NC(C)(C)C)C[C@H](C(=O)N2CCOCC2)[C@@]31CCC1CCCC1 (stereo not given in full),9%,3.1,48
CC(O)CC(=O)NOCc1ccccc1 (stereo not given),7%,-0.7,50
O=C1OCCN1C(=O)[C@H]1[C@H](c2ccccc2)C(c2ccc(F)cc2)=NN1c1ccc(Br)cc1,2%,2.9,71
CCOC(=O)C1=CN(Cc2cccc(-c3cccnc3)c2)S(=O)(=O)N(CC)C1C (stereo not given),8%,2.3,41
COc1cc(OC)c(N2CC(C(=O)Nc3cccc(C(=O)NC4CC4)c3)CC2=O)cc1Cl (stereo not given),1%,-0.5,68
CCN(CC)C(=O)[C@H]1C[C@H](CC(=O)NCCC2=CCCCC2)C(=O)N2CCc3c([nH]c4ccc(Cl)cc34)[C@]12C,8%,9.3,62
COc1cccc(CC(=O)Nc2cc(S(=O)(=O)N3CCOCC3)ccc2OC)c1,5%,-1.1,69
COC(=O)c1ccc(CSC2=NC[C@@H]3[C@@H]4C(=O)N(Cc5ccccc5)C(=O)[C@@H]4[C@](Cc4ccccc4)(C(=O)OC)N23)cc1,11%,1.5,68
COc1cccc(CC(=O)OCC(=O)Nc2c(C)nn(-c3ccccc3)c2C)c1,5%,-1.9,64
COc1ccccc1[C@@H]1C(c2ccccc2)=NN(c2ccc(Br)cc2)[C@H]1C(=O)N1CCOC1=O,9%,-0.3,53
O=C(c1cc(C2CC2)nn1-c1ccccc1)N1CCN(Cc2ccccc2F)CC1,9%,1.0,65
COc1ccc(NS(=O)(=O)c2cc3c4c(c2)CCN4C(=O)CC3)c(OC)c1,1%,0.5,60
O=C(COC(=O)C1CC(=O)N(Cc2ccco2)C1)Nc1ccccc1[N+](=O)[O-] (stereo not given),4%,-0.8,54
O=C(CCNC(=O)c1ccccc1Cl)Nc1cccc(S(=O)(=O)N2CCCCC2)c1,2%,0.6,64

# Profiles, looked up by structure.
# COc1ccc(NS(=O)(=O)c2cc3c4c(c2)CCN4C(=O)CC3)c(OC)c1 is listed as MgcRacGAP inhibition: 1%; NTR1 ag: 0.5; NTR1 ag cell count 20 µM: 60
# O=C(c1cc(C2CC2)nn1-c1ccccc1)N1CCN(Cc2ccccc2F)CC1 is listed as MgcRacGAP inhibition: 9%; NTR1 ag: 1.0; NTR1 ag cell count 20 µM: 65
# CCN(CC)C(=O)[C@H]1C[C@H](CC(=O)NCCC2=CCCCC2)C(=O)N2CCc3c([nH]c4ccc(Cl)cc34)[C@]12C is listed as MgcRacGAP inhibition: 8%; NTR1 ag: 9.3; NTR1 ag cell count 20 µM: 62

# Some of the compounds tested (hit frequency here may not be typical).
